# High-throughput results deposited in PubChem by several laboratories.
# JNK3 blocker – JNK3 (human) kinase inhibition | purified JNK3 kinase activity, HTS | hit rate 0.61% among 60,000 | AID 746 | P53779 | inhibition, % at 8 µM; in the data active = inhibition above about 17%;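 also: 0% = DMSO and 100% = reference inhibitor; many of its hits are not listed in these tables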
# CatS block – inhibitors of human cathepsin S; inhibition, %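 (tested at 5 µM per compound within 10-compound mixtures)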; hit rate 0.06% among 62,000; recombinant cathepsin S, AMC dipeptide fluorescence, pooled mixtures; P25774; AID 501; in the data active = inhibition above about 32%, passing the limit was not always enough;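 also: 0% = enzyme without compound and 100% = blank without enzyme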
# Target sequence (P25774 115-331 limits assumed): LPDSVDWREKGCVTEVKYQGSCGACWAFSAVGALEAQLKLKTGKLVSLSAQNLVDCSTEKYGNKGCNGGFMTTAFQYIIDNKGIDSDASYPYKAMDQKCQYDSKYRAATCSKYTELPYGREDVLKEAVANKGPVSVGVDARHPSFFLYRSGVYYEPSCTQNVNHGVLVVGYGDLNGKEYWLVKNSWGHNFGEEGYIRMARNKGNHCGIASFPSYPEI
# ROCK2 inh – blocks human Rho kinase 2 activity. O75116. purified ROCK2, Kinase-Glo ATP depletion luminescence. inhibition, % at 6 µM. hit rate 0.35% among 60,000. AID 604;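 active = inhibition above the screen-wide mean inhibition plus 3 SD, cut at about 18% in these data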;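 also: plate controls were DMSO wells for no effect and Y-27632 control wells after no-enzyme background subtraction for full effect; many of its hits are not listed in these tables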
# AP complement – alternative pathway complement inhibition, orthogonal assay; Human serum alternative complement pathway, LPS-coated ELISA, C3 deposition; tested in compound mixtures; inhibition, % at 5 µM; hit rate 0.08% among 62,000;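 active = inhibition above 30% in each of the two pooled mixtures holding the compound, so the lower value exceeds 30%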;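 also: 0% = serum in Mg-EGTA without compound and 100% = EDTA serum blank; some compounds past the cut are filed as inactive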
#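 Test system – human serum alternative complement pathway, C3 deposition on LPS-coated wells · Buffer or medium – diluted human serum in Mg2+-EGTA GVB++ · Compound dosing – 5 µM each compound, pools of ten, 50 µM per pool · Schedule – 1 h serum-compound exposure at 37 °C · Measured by – Anti-C3 ELISA, OD 450 nm · Read-out basis – percent inhibition of C3 deposition onto LPS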
# CatB inh – blocks human cathepsin B protease activity | P07858 | purified cathepsin B, fluorogenic substrate, fluorescence | inhibition, %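 (tested at 10 µM)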 | hit rate 0.1% among 63,000 | AID 453; in the data active = inhibition above about 21%;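 also: 0% = enzyme with no compound and 100% = no enzyme blank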
# CatB mix inh – inhibitors of human cathepsin B in compound mixtures; P07858; Purified cathepsin B, AMC dipeptide fluorescence; inhibition, %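 (ten-compound pools at 5 µM per compound and 50 µM total)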; hit rate 0.06% among 62,000; in the data active = inhibition above about 22%, passing the limit was not always enough;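 also: 0% = enzyme without compound and 100% = no enzyme blank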
# Ec RNAP inh – inhibitors of Escherichia coli RNA polymerase; P0A8V2; E. coli RNA polymerase, fluorescence transcription assay; inhibition, %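 (tested at 10 µM)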; hit rate 0.2% among 62,000; in the data active = inhibition above about 20%;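 also: 0% = enzyme without compound and 100% = no enzyme blank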
# PKA inh – PKA (human) kinase inhibition; PKA Kemptide phosphorylation, Kinase-Glo ATP luminescence; hit rate 0.1% among 65,000; P17612; inhibition, % at 6 µM;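 active = inhibition above the screen-wide mean inhibition plus 3 SD, cut at about 21% in these data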; also: many of its hits are not listed in these tables
# RORA act – RORA (human) activation. P35398. CHO-K1 Gal4-RORA LBD luciferase reporter, luminescence; percent increase over mock-subtracted basal signal. activation, % at 10 µM. hit rate 1.5% among 65,000;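 active = activation above the mean of all tested compounds plus 3 SD, cut at about 49% in these data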;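 also: 0% = DMSO-treated RORA cells and 100% = added signal equal to DMSO minus mock-transfected cells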
# Target sequence (P35398 whole entry, looked up, the tested form may be a part): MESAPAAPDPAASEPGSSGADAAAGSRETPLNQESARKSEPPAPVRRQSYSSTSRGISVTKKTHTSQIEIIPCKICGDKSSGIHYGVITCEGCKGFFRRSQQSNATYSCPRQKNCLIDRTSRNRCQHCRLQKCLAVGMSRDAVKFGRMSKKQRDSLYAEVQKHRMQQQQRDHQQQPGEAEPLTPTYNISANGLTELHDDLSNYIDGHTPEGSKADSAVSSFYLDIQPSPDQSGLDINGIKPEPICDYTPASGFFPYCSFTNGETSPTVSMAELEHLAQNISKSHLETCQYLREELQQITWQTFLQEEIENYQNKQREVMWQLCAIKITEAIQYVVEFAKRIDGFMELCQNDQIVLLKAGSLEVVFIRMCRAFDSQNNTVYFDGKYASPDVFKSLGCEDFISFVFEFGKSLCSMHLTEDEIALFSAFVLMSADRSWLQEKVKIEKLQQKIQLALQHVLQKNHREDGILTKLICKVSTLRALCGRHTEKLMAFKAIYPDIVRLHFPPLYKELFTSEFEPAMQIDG
# The depositor's hits bear a star; . = not tested or not shown. These rows are one share of the data; rates above refer to the full screens.
# The line under a structure holds: CatB mix inh, AP complement, CatB inh, PKA inh, JNK3 blocker, RORA act, CatS block, Ec RNAP inh, ROCK2 inh
CC1CCN(C(=O)CSc2nnc(Cc3cccn3C)n2CCc2ccccc2)CC1
→ 3, 11, -3, -5, 1, 1, 9, 4, -1
Cc1cc(NC(=O)CSc2nc(-c3ccco3)cc(C(F)(F)F)n2)n(-c2ccccc2)n1
→ ., ., ., 1, 3, 8, ., ., 2
CCn1c(=O)cc(OCC(=O)NC2CCCCC2)c2ccccc21
→ 5, 10, 2, -1, 5, -26, 4, 9, 2
Cc1cc(Nc2ccc(Cl)cc2)n2nnnc2n1
→ -1, 7, 2, 2, -2, -8, 5, 7, 4
CCOC(=O)N1CCC(NC(=O)CCCN2C(=O)CSc3ncccc32)CC1
→ -2, 0, -4, 14, 4, -4, 2, 20, 6
CCCCCn1c(=O)[nH]c2cc(C(=O)NCc3ccc4c(c3)OCO4)ccc2c1=O
→ 4, 13, -4, 7, ., -5, -15, -1, .
COc1ccc(C(=O)NCc2nnc(SCC(=O)N3CCc4ccccc43)o2)cc1OC
→ 2, 17, 4, -2, ., -4, 1, 0, .
Cc1sc2nnn(CC(=O)N3CCN(C(=O)c4ccco4)CC3)c(=O)c2c1C
→ 1, 17, -1, -6, -9, -5, -6, -2, -5
CCCN1CCN(C(=O)c2cccc3c2C(=O)N(CCOC)C3)CC1
→ -2, 11, 0, 6, -3, 2, -4, -1, 0
CCc1ccc(NC(=O)c2cc(C(C)C)on2)cc1
→ 2, 11, 2, 4, -6, 62*, -1, 11, 1
CCCCN(C(=O)CCC(=O)O)C1CC(=O)N(c2ccc(OCCC)cc2)C1=O (stereo not given)
→ 3, 11, 0, 8, 1, 13, -3, 4, -1
COc1ccccc1Nc1nc(C)cc(=O)[nH]1
→ -5, 3, -1, 0, -2, -7, 2, 6, 2
COc1ccc(CC(=O)N2CCN(c3ccccn3)CC2)cc1OC
→ -7, -6, 0, 5, -3, 0, 8, 4, 1
OCCNc1nc(C2CC2)nc2c1nnn2Cc1ccccc1Cl
→ -1, 17, -2, -5, -3, -4, -1, 2, -1
O=P(c1ccccc1)(c1ccccc1)C(O)c1ccncc1 (stereo not given)
→ 4, 15, -5, -1, -4, -23, 4, 3, 1
CC12CCC(C(=O)N3CCN(c4ncccn4)CC3)(c3nc4ccccc4nc31)C2(C)C (stereo not given)
→ 9, 21, 1, 2, 3, 8, -4, 0, -1
O=C(Nc1cccnc1)c1cccnc1
→ ., ., -1, 5, -6, -18, ., 3, 8
O=C(NCc1ccccc1Cl)c1cnn2cccnc12
→ 3, 5, -5, 4, 13, -29, 2, 5, 2
CCOC(=O)c1nnn(-c2nonc2N)c1CNc1ccc(C)c(Br)c1
→ 22, -4, 1, 8, 4, 7, -9, -8, 1
CCc1[nH]nc2c1C(c1ccncc1)C(C#N)=C(N)O2 (stereo not given)
→ 2, -11, 5, 8, 4, 9, 12, 7, 7

# One compound at a time (already shown). Screens in order: CatB mix inh | AP complement | CatB inh | PKA inh | JNK3 blocker | RORA act | CatS block | Ec RNAP inh | ROCK2 inh
# `Cc1cc(NC(=O)CSc2nc(-c3ccco3)cc(C(F)(F)F)n2)n(-c2ccccc2)n1` reads . | . | . | 1 | 3 | 8 | . | . | 2
# `CCCN1CCN(C(=O)c2cccc3c2C(=O)N(CCOC)C3)CC1` reads -2 | 11 | 0 | 6 | -3 | 2 | -4 | -1 | 0

# New compounds follow.
# The line under a structure holds: CatB mix inh, AP complement, CatB inh, PKA inh, JNK3 blocker, RORA act, CatS block, Ec RNAP inh, ROCK2 inh
COc1cccc(C2c3c(oc4ccc(Cl)cc4c3=O)C(=O)N2c2cc(C)on2)c1OC (stereo not given)
→ 6, 10, 1, 4, -1, 17, 7, 3, -1
Cc1ccc(CCN2CC(C(=O)NCc3cccnc3)CC2=O)cc1 (stereo not given)
→ 1, 19, -2, 1, -4, 9, 12, 3, 0
CCOc1ccc(OCC)c(NC(=O)C2CCN(S(=O)(=O)c3cccc4nonc34)CC2)c1
→ -5, 2, 3, 6, ., -1, -5, 5, .
COc1ccc(OC)c2sc(NC(=O)C(C)C)nc12
→ 8, 18, 5, -8, 3, -2, 4, 10, 2
Cc1noc(C)c1COC(=O)c1ccccc1Oc1ccccc1
→ 3, 5, 6, 9, 4, 7, 17, 5, 3
C=CCN=C1CC(C)(C)CC(=O)/C1=C(/O)CCC(=O)OC
→ -6, 19, -2, -4, -4, -14, -7, -7, -10
COc1ccccc1-n1c(=O)c2c3c(sc2n2c(SC)nnc12)CCC3
→ ., ., 0, 4, -2, 1, ., 4, 4
O=C(NCCC1=CCCCC1)c1cnc2n(c1=O)CCS2
→ ., ., ., 7, -2, 34, ., ., 8
CC(Oc1ccc(Cl)cc1Cl)C(=O)NC1CCSC1=O (stereo not given)
→ 6, 13, -1, 6, 3, -11, 1, 5, 4
CC1(C)Cc2cccc(OCC(O)CNCc3ccccn3)c2O1 (stereo not given)
→ 1, 11, 4, 3, -7, -17, 1, 14, -2
COc1cc(C2C(C#N)=C(C)NC3=C2C(=O)CC(C)(C)C3)ccc1O (stereo not given)
→ -7, 9, 0, -2, -2, -1, 8, 9, -4
Cc1nn(-c2ccccc2)c(C)c1C(=O)OC/C(O)=C(\C#N)c1nc2ccccc2[nH]1
→ 3, 0, 12, 9, -4, 28, 8, 13, 3
CCCSc1nnc(N2C(=O)CC(c3ccsc3)C3=C2CCCC3=O)s1 (stereo not given)
→ 3, 2, 1, -8, -8, -6, 0, 2, 2
O=C(NCCO)C1CCN(S(=O)(=O)c2ccc(F)cc2)CC1
→ 0, 2, 0, 7, -2, 22, 2, 1, 9
CC(=O)Nc1ccc(NC(=O)C2CCCN(c3nnc(-n4cccc4)s3)C2)cc1 (stereo not given)
→ 2, 2, 6, -4, -9, -14, 18, 3, -2
CCc1nnc(-n2nc(C)cc2-c2ccccc2)n1N
→ 6, 15, 7, -5, 6, -26, -10, 2, -5
Cc1ccc(C2C(C#N)=C(N)Oc3c2sc2ccccc32)o1 (stereo not given)
→ 4, 4, -3, -6, 5, 17, 18, 0, 1
COc1ccc(-c2nnc3ccc(SCC(=O)N4CCCCC4)nn23)cc1OC
→ 3, 14, -4, 4, 0, -23, 2, -2, 3
Cc1cccc(-c2nnc(N)s2)c1
→ 5, 16, -2, -2, 1, -5, 4, 5, 0
COc1cc(NS(=O)(=O)c2ccc(F)cc2)c(OC)cc1NC(=O)C1CC1
→ -1, 2, 0, 9, ., 22, 4, 6, .
COC(=O)[C@H]1CCCN1C(=O)Nc1cccc(Oc2c(F)c(F)c(F)c(F)c2F)c1
→ ., ., 3, 3, 8, -25, ., 13, -1
COc1ccc(S(=O)(=O)NCCSc2ccc(C)cc2)cc1OC
→ 3, 8, 6, 6, 1, -11, -3, 8, 4
COc1ccc(OC)c(C(c2nnnn2Cc2ccccc2)N2CCN(C)CC2)c1 (stereo not given)
→ 1, 20, -1, -3, -2, -7, -2, 6, 2
CNC(=O)CN(C)S(=O)(=O)c1ccc(OC)c(Cl)c1
→ 1, -5, 0, 10, 1, -22, -2, ., 7
c1ccc(-n2ncc3c(NCc4ccc5c(c4)OCO5)ncnc32)cc1
→ 4, 10, -3, 5, 5, -9, -16, 3, 5
CS(=O)(=O)N1CCC(C(=O)Nc2c(F)cccc2F)CC1
→ 4, 19, -1, 6, 1, -9, -9, 6, 3
Cc1cc(C(=O)COC(=O)C2=COCCO2)c(C)n1-c1ccc2c(c1)OCO2
→ 1, 0, 6, 2, 1, 11, -9, 0, -1
Cc1ccc(NC2c3ncccc3C(=O)N2C2CCCCC2)cc1C (stereo not given)
→ 5, 10, 3, 8, 2, -26, -8, 4, 6
O=C(NCc1ccco1)c1cccn2c(=O)c3cc(Br)ccc3nc12
→ 7, 15, -1, -3, ., -10, 8, 1, .
OCCNc1cc(-n2nc(-c3ccccc3)cc2-c2ccccc2)ncn1
→ 6, 23, -6, -1, -3, -27, -5, 3, -4
CCOC(=O)Nc1ccc(NS(=O)(=O)c2ccc(C)cc2)cc1
→ 8, 4, 12, 6, 5, 2, 7, 5, 4
c1ccc2c(c1)[nH]c1c(N3CCN(C4CCCCC4)CC3)ncnc12
→ ., ., -2, 4, -5, 8, ., 2, -2
Cc1ccc(-c2csc(/C(C#N)=C(\O)CN3CCN(C(=O)c4ccco4)CC3)n2)cc1
→ -1, -6, 2, 6, 5, 14, -4, -7, -10
COc1ccc(CC(=O)OCC(=O)Nc2ncc(Cl)cc2Cl)cc1
→ -1, 16, -1, 8, 2, -12, -16, 5, 6
CCCNc1nc2c(c(=O)[nH]c(=O)n2C)n1Cc1ccc(F)cc1
→ 1, 10, 0, 8, 7, 2, 6, 9, 4
COC(=O)Cc1cc(=O)n(-c2nc3ccccc3[nH]2)[nH]1
→ 13, 7, 3, 12, -2, -7, -2, 6, 8
O=C(O)CSc1cccc2cccnc12
→ 4, 15, 2, -4, 1, 2, 0, 3, 4
CCOCCCNS(=O)(=O)c1ccc2c(c1)oc(=O)n2CC(=O)OCC
→ 3, 15, 3, 10, -1, -5, -19, 2, 8
COc1ccc(CCn2c(=N)c(C(=O)NCc3ccco3)cc3c(=O)n4ccccc4nc32)cc1
→ 2, 6, 6, 2, 1, -9, 4, 5, 3
O=S(=O)(N=S(N1CCCCC1)N1CCCCC1)c1ccccc1
→ 4, 2, -4, 4, 4, -1, 0, 4, 4
CCN(Cc1ccccc1)C(c1cccc(C#N)c1)c1nnnn1C(C)(C)C (stereo not given)
→ 1, -1, 3, 10, 3, 5, 6, 12, 4
Cc1cc(C)c(C#N)c(SCC(=O)CC(=O)OC(C)C)n1
→ 3, 29, -1, 1, 0, -23, -1, 1, 2
COc1ccc2nc(NC(=O)C3CCN(S(=O)(=O)c4cccc5nsnc45)CC3)sc2c1
→ -4, 4, 0, 9, 13, 24, 0, 5, 6
COc1cc2cc(C)c3nnc(SCC(N)=O)n3c2cc1OC
→ 0, -4, 2, 0, 1, 10, 14, 5, 2
COc1ccc(C)cc1N(CC(N)=O)S(=O)(=O)c1ccc(C)cc1
→ -6, 0, 3, 10, 3, -17, -10, 6, 7
Cc1ccc(S(=O)(=O)N2CCN(C(=O)CC3CCCC3)CC2)cc1
→ -2, -4, 3, 10, 4, 16, 5, 6, 6
CCOC(=O)c1c(C)n(O)c2ccc(Cl)cc2c1=O
→ 1, 4, 5, 2, -3, -13, -7, 3, 2

# In the list so far, these contain a Cl atom.
# The line under a structure holds: CatB mix inh, AP complement, CatB inh, PKA inh, JNK3 blocker, RORA act, CatS block, Ec RNAP inh, ROCK2 inh
Cc1cc(Nc2ccc(Cl)cc2)n2nnnc2n1
→ -1, 7, 2, 2, -2, -8, 5, 7, 4
OCCNc1nc(C2CC2)nc2c1nnn2Cc1ccccc1Cl
→ -1, 17, -2, -5, -3, -4, -1, 2, -1
O=C(NCc1ccccc1Cl)c1cnn2cccnc12
→ 3, 5, -5, 4, 13, -29, 2, 5, 2
COc1cccc(C2c3c(oc4ccc(Cl)cc4c3=O)C(=O)N2c2cc(C)on2)c1OC (stereo not given)
→ 6, 10, 1, 4, -1, 17, 7, 3, -1
CC(Oc1ccc(Cl)cc1Cl)C(=O)NC1CCSC1=O (stereo not given)
→ 6, 13, -1, 6, 3, -11, 1, 5, 4
CNC(=O)CN(C)S(=O)(=O)c1ccc(OC)c(Cl)c1
→ 1, -5, 0, 10, 1, -22, -2, ., 7
COc1ccc(CC(=O)OCC(=O)Nc2ncc(Cl)cc2Cl)cc1
→ -1, 16, -1, 8, 2, -12, -16, 5, 6
CCOC(=O)c1c(C)n(O)c2ccc(Cl)cc2c1=O
→ 1, 4, 5, 2, -3, -13, -7, 3, 2
